CHT allo act = CHT positive allosteric modulators, primary screen, cell-based, membrane potential dye, choline EC20; CHT-expressing cells; stronger effect = higher value; LV-AA mutant CHT in HEK293 cells; hit rate 0.49% among 310,000; B-score at 10 µM; High affinity choline transporter 1 (Homo sapiens), Q9GZV3;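 active = initial fluorescence not abnormally high and integrated response B-score, plate-corrected, over 3 SD above library mean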
Target sequence (Q9GZV3 whole entry, looked up): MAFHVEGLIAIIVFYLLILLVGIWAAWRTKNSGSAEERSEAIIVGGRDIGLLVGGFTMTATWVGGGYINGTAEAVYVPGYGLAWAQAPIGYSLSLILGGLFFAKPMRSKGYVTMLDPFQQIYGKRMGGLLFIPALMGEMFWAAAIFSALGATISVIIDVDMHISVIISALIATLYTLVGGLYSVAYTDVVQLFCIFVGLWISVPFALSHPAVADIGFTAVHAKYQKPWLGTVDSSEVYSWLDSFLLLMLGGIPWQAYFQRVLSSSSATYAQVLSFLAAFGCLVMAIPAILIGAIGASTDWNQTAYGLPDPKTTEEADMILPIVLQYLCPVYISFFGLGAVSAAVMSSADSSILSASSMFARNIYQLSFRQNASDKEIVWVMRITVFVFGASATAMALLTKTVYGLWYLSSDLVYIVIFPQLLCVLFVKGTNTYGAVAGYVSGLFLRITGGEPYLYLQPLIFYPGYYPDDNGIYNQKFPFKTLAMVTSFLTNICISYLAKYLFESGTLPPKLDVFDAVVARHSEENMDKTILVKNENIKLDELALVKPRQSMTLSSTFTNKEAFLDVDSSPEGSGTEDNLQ
CHT block = inhibitors of human choline transporter CHT; High affinity choline transporter 1 (Homo sapiens), Q9GZV3; CHT-expressing cells, membrane potential dye, choline response; stronger effect = lower value; B-score at 10 µM; hit rate 0.86% among 310,000; AID 488975, 2010;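 active = B-score over 3 SD under the library average, and starting fluorescence ratio not unusually high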;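 also: choline stimulus applied at its EC90 after an EC20 pre-addition; B-score computed on integrated fluorescence ratio after choline addition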
STK33 kinase inh = inhibitors of purified STK33 kinase, primary screen, biochemical, ADP-Glo luminescence, homogeneous, cell-free. Serine/threonine-protein kinase 33 (Homo sapiens), Q9BYT3. MBP phosphorylation. inhibition, % at 10 µM. hit rate 0.073% among 320,000. AID 2661, 2010;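 active = inhibition at or above 25%, using the most active replicate where run in duplicate; inactive = inhibition below 25%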
* marks the source's active call; other numbers are inactive results; i = inactive.

| mol | CHT allo act | CHT block | STK33 kinase inh |
| --- | --- | --- | --- |
| O=C(CCC1CCCC1)Nc1ccc(OCC(=O)N2CCOCC2)cc1 | i | i | 0.5 |
| O=C(Nc1ccccn1)NC1CCCCC1 | i | i | 0.4 |
| CCOc1ccc(-c2noc(COC)n2)cc1OC | i | i | -2.7 |
| CC(c1ccccc1C(O)(c1ccccc1)c1ccccc1)N(C)C (stereo not drawn) | i | i | 1.6 |
| c1ccc(-c2nc(CSc3n[nH]c(-c4cccs4)n3)cs2)cc1 | i | i | -0.4 |
| Cn1cnnc1SCC(=O)Nc1ccccc1C(=O)NC1CCCC1 | i | i | -1.1 |
| COc1ccc(NC(=O)c2ccc(CNc3c(NC4CCCCC4)c(=O)c3=O)cc2)cc1OC | i | i | -1.5 |
| CN(C)S(=O)(=O)c1cccc(NC(=O)c2cc(-c3cccs3)nn2-c2ccccc2)c1 | i | i | -1.2 |
| N#Cc1ccc(N/N=C/c2ccccc2)c([N+](=O)[O-])c1 | i | i | -1.1 |
| CC(C)CC1=NC(C(F)(F)F)(C(F)(F)F)c2c(n(CC(C)C)c(=O)[nH]c2=O)N1 | i | i | -1.7 |
| CCn1c(SCC(=O)Nc2ccc(C(C)=O)cc2)nc2ccccc21 | i | i | 0.1 |
| CN(C)c1cc[n+](CC(=O)Nc2ccc(Oc3ccccc3)cc2)cc1 | i | i | -2.3 |
| Cc1ccc(S(=O)(=O)N(CC(=O)N2CCC(C(N)=O)CC2)Cc2ccc(F)cc2)cc1 | i | i | -0.7 |
| O=C(O)CNS(=O)(=O)c1ccc2[nH]c(=O)c(=O)[nH]c2c1 | i | i | -0.3 |
| Cc1cccc(-c2c3c(=O)n(C)c(=O)n(C)c3cn2CC2CCCO2)c1 (stereo not drawn) | i | i | -2.6 |
| Oc1ccc(N2CCN(c3nnnn3-c3ccccc3)CC2)cc1 | i | i | -0.2 |
| O=C1NN(c2ccccc2)C(=O)/C1=C\c1coc2ccc(O)cc2c1=O | i | i | 0.1 |
| CNC(=O)C1CC(=O)N(c2ccc(OCC(=O)NCc3ccccc3)cc2)C1 (stereo not drawn) | i | i | -0.6 |
| N#C/C(=N\Nc1ccc([N+](=O)[O-])cc1)C(=N)N1CCOCC1 | i | i | 1.4 |
| O=C(OCC1CC(c2ccccn2)=NO1)c1ccc(Br)cc1 (stereo not drawn) | i | i | 0.5 |
| COc1cccc(-n2cnc3sc(-c4ccccc4)cc3c2=O)c1 | i | i | -0.9 |
| O=C1CC(c2cc(Br)ccc2F)c2cc3c(cc2N1)CCC3 (stereo not drawn) | i | i | 0.9 |
| Cc1onc(-c2c(F)cccc2Cl)c1C(=O)Nc1sc2c(c1C#N)CCC(C(C)(C)C)C2 (stereo not drawn) | i | i | -1.3 |
| CCOC(=O)C1(C)NC(c2ccc(N(C)C)cc2)C2C(=O)N(c3ccc(OC)cc3)C(=O)C21 (stereo not drawn) | i | i | -0.2 |
| Cc1c(C(=O)Nc2ccccc2)c2ccc(C(F)(F)F)cc2n1O | i | i | -4.2 |

The results go on:
| mol | CHT allo act | CHT block | STK33 kinase inh |
| --- | --- | --- | --- |
| O=C(CNC(=O)c1ccccc1F)NCCCN1CCCC1=O | i | i | -0.8 |
| CCN(CC)c1nc(C)c(C(=S)Nc2cc([N+](=O)[O-])ccc2Cl)s1 | i | i | -1.3 |
| CCC(c1nnnn1Cc1ccc(F)cc1)N1CCN(C2CCCCC2)CC1 (stereo not drawn) | i | i | -0.3 |
| Cc1ccccc1NC(=O)CN1C(=O)N/C(=C\c2ccccc2OCc2ccc(C(=O)O)cc2)C1=O | i | i | -0.5 |
| COc1ccc(Cl)cc1N(C(=O)c1ccco1)C(C(=O)NC1CCCC1)c1ccco1 (stereo not drawn) | i | i | -0.2 |
| S=C(NCCc1c[nH]c2ccccc12)NC1CCCC1 | i | i | -1.1 |
| CS(=O)(=O)c1ccccc1C(=O)Nc1cc(Cl)ccc1-n1cncn1 | i | i | -0.6 |
| c1cn2cc(CSC3CCCCC3)nc2s1 | i | i | -1.0 |
| O=C1c2cnc3nc(SCc4cccc(Cl)c4)nn3c2CC2c3ccccc3CCN12 (stereo not drawn) | i | i | -1.4 |
| S=C1NC[C@H](Cc2ccccc2)N1CCc1cccc2ccccc12 | i | i | 2.4 |
| O=C(CN1C(=O)c2ccccc2C1=O)Nc1cccc(Cl)c1 | i | i | 0.8 |
| Cc1n[nH]c(=S)n1Cc1ccccc1 | i | i | -2.9 |
| Cc1ccc([N+](=O)[O-])cc1S(=O)(=O)N1CCCN(C)CC1 | i | i | -0.5 |
| CCCCN=C1NN=C(c2cc3ccccc3o2)CS1 | i | i | -2.2 |
| CCN1CCN(S(=O)(=O)c2ccc(Cl)c(C(=O)NC3CCCCC3)c2)CC1 | i | i | -0.5 |
| O=C1c2ccccc2NC(c2cccc(O)c2)N1O (stereo not drawn) | i | i | 4.6 |
| COc1ccc(-c2nc(Cn3c(SCc4cccc(F)c4)nc4ccncc43)c(C)o2)cc1OC | i | i | 1.4 |
| O=C(Nc1ccc(Cl)cc1)Nc1nc(-c2ccccc2O)cs1 | i | i | 0.3 |
| CCn1ncc(NC(=O)Nc2cccc(C(F)(F)F)c2)c1C(N)=O | i | i | -5.3 |
| O=C(CN1CCCCCC1)N/N=C/c1ccc(Cl)c(Cl)c1 | i | i | 0.0 |
| CCn1c(O)c(/C=C2\C=NN=C2c2ccc(C)cc2)sc1=S | i | i | 0.2 |
| COc1cc(S(=O)(=O)Nc2cccc(C)c2)ccc1NC(=O)c1ccncc1 | i | i | -0.5 |
| O=C(Nc1nnc(C2=COCCO2)o1)c1ccc(Br)cc1 | i | i | -0.6 |
| CCN(CC)CCNC(=O)CCc1c(C)nc2c(c(C)nn2-c2ccc(C)cc2)c1C | i | i | 0.0 |
| N#Cc1c(N2CCCC2)nsc1-c1ccccc1 | i | i | -0.4 |

The list goes on.
| mol | CHT allo act | CHT block | STK33 kinase inh |
| --- | --- | --- | --- |
| S=C(NCc1ccc2c(c1)OCO2)NCc1ccc2c(c1)OCO2 | i | i | -0.8 |
| Cc1nc(NS(=O)(=O)c2ccccc2)sc1C(=O)NNS(=O)(=O)c1ccccc1 | i | i | -1.8 |
| O=[N+]([O-])c1ccc(S(=O)(=O)Nc2nnc(C3CCCCC3)s2)cc1 | i | i | -1.9 |
| O=C(CCCCCn1c(=O)[nH]c2ccsc2c1=O)N1CCCCC1 | i | i | -0.3 |
| O=C(Nc1cc(S(=O)(=O)N2CCOCC2)ccc1N1CCOCC1)c1cc2c(s1)CCC2 | i | i | -0.4 |
| COc1ccc(N(C(C)C(=O)N/N=C/c2cc(Br)c(C)o2)S(C)(=O)=O)cc1 (stereo not drawn) | i | i | 0.2 |
| CS(=O)(=O)N1CCC(Oc2ccccc2C(=O)NC(C2CC2)C2CC2)CC1 | i | i | 0.4 |
| O=C(Cn1c2ccccc2c2nc3n(c(=O)c21)CCS3)Nc1ccccc1 | i | i | 0.1 |
| CCCn1nnnc1NCc1ccccc1F | i | i | -2.7 |
| CC(Sc1cnc2ccccc2n1)C(=O)O (stereo not drawn) | i | i | 2.2 |
| O=C(COc1c(F)c(F)cc(F)c1F)NC(=O)NC1CCCC1 | i | i | -2.0 |
| Cc1ccc(N(C(=O)CNC(=O)c2ccco2)C(C(=O)NC2CCCCC2)c2ccncc2)cc1F (stereo not drawn) | i | i | -1.8 |
| Cc1ccc(S(=O)(=O)NCC(=O)N(CC(=O)NCC2CCCO2)Cc2ccco2)cc1 (stereo not drawn) | i | i | -2.7 |
| O=C(CN1CCCc2ccccc21)NCCc1ccc(F)cc1 | i | i | -2.0 |
| O=C(NCCc1ccccc1F)C1CCC(=O)N(Cc2ccccc2F)C1 (stereo not drawn) | i | i | -1.9 |
| COc1ccccc1N=c1scc(-c2ccc3c(c2)NC(=O)CO3)n1CC1CCCO1 (stereo not drawn) | i | i | 0.6 |
| CSc1nnc(-c2ccc([N+](=O)[O-])cc2)o1 | i | i | 0.1 |
| COc1ccc(CCNC(=O)c2cc(CC(C)C)on2)cc1OC | i | i | -0.2 |
| COc1ccc(N(CC(=O)Nc2cc(C)ccc2C)S(=O)(=O)c2ccccc2[N+](=O)[O-])c(OC)c1 | i | i | -0.7 |
| Cc1ccc2[nH]cc(C(=O)CN3CCN(c4ccccc4F)CC3)c2c1 | i | i | -0.2 |
| Cc1cc(C)c(NC(=O)C2c3ccccc3Oc3ccccc32)c(C)c1 | i | i | 2.2 |
| COc1ccc(-c2csc3nc(C)nc(N4CCC(C)CC4)c23)cc1OC | i | i | -0.1 |
| O=C(NCc1cccnc1)c1cc2ccccc2oc1=O | i | i | -0.1 |
| Cc1cccc(-c2n[nH]c(=S)n2-c2ccccc2)c1[N+](=O)[O-] | i | i | 0.4 |
| O=C(CN1CCN(c2ccc(O)cc2)CC1)Nc1cc(S(=O)(=O)N2CCOCC2)ccc1Cl | i | i | 1.3 |

Going on with the list.
| mol | CHT allo act | CHT block | STK33 kinase inh |
| --- | --- | --- | --- |
| COc1cc(/C=N/NC(N)=O)ccc1OC(=O)c1cccs1 | i | i | -2.1 |
| COc1cccc(N/C=C/C(=O)c2ccc(OC)c(OC)c2)c1 | i | i | -1.4 |
| CCCCCOc1ccc(C(=O)CCC(=O)Nc2ccc(NC(C)=O)cc2)cc1 | i | i | 0.3 |
| NC(=O)c1cc(S(=O)(=O)NCCc2ccccc2)cs1 | i | i | -0.2 |
| CNS(=O)(=O)c1cccc(C(=O)OCC(=O)NC(C)CCc2ccccc2)c1 (stereo not drawn) | i | i | -2.1 |
| COc1ccc(NC(=O)CCc2ccccc2)cc1NC(=O)c1ccco1 | i | i | -1.4 |
| Cc1cc(C(=O)N/N=C2\CC(=O)c3ccccc32)c(C)n1-c1ccccc1 | i | i | -0.9 |
| Cc1nn(C)c(C)c1CN(C)S(=O)(=O)c1ccc2ccccc2c1 | i | -5.1* | -0.1 |
| CCOc1nc(Nc2ccc([N+](=O)[O-])cc2)nc(NC(C)(C)C)n1 | i | i | -1.1 |
| Cc1cccc(NC(=O)C(=O)N/N=C/c2ccncc2)c1 | i | i | -0.4 |
| COc1ccc(NC(=O)Nc2cc(C(=O)O)ccc2N2CC3CC(C2)c2cccc(=O)n2C3)c(OC)c1 (stereo not drawn) | i | i | 0.5 |
| O=C1c2ccccc2C(=O)N1Nc1ccccc1 | i | i | -0.7 |
| NC(=O)C1=C[C@H](c2coc3ccccc3c2=O)C[C@H](OCCCCO)O1 | i | i | -1.7 |
| COc1ccc(CCNC(=O)COC(=O)c2ccco2)cc1OC | i | i | -0.4 |
| O=C(N/N=C/c1ccc(Sc2ccccn2)o1)c1cc2ccccc2cc1O | i | i | -0.7 |
| CCN(CC)Cc1c(O)ccc2c1O/C(=C\C=C\c1ccccc1)C2=O | i | i | 0.5 |
| O=C(Nc1cccnc1)C1OCCc2ccccc21 (stereo not drawn) | i | i | -0.6 |
| COC1=C(c2ccccc2)C(=O)c2ccccc2C1=O | i | i | 0.8 |
| O=C(OCc1ccccc1)N1CCOCCN(C(=O)OCc2ccccc2)CCOCC1 | i | i | -0.7 |
| COc1cc(CNc2nnnn2C)ccc1OCc1ccc(F)cc1Cl | i | i | -1.6 |
| CC1=C(C(=O)Nc2ccccc2)C(c2coc3ccccc3c2=O)C2=C(CCCC2=O)N1 (stereo not drawn) | i | i | 0.4 |
| COc1cccc2cc(C(=O)NCCc3c[nH]c4ccccc34)c(=O)oc12 | i | i | -3.2 |
| O=C(Nc1cc(S(=O)(=O)N2CCCCC2)ccc1Cl)c1ccccc1NS(=O)(=O)c1ccc(F)cc1 | i | i | -0.6 |
| O=C(Cn1cc(C(F)(F)F)ccc1=O)NCc1ccc(F)cc1 | i | i | -0.4 |
| O=c1cc(CSc2ccc(Cl)cc2)nc2nc[nH]n12 | i | i | 0.0 |

Following part
| mol | CHT allo act | CHT block | STK33 kinase inh |
| --- | --- | --- | --- |
| Cc1cccc(C)c1NC(=O)NC1(C(=O)N2CCCC2)CCCCC1 | i | i | -0.7 |
| COCCN(C(=O)CCC(=O)Nc1nccs1)C(C(=O)NC(C)(C)C)c1ccc(Cl)cc1 (stereo not drawn) | i | i | 0.0 |
| CCCCSc1nc2c(cnn2-c2ccc(Cl)cc2)c(=O)[nH]1 | i | i | -0.6 |
| CCN1CCN(c2ccc(NC(=O)CCc3c(C)nc4c(-c5ccccc5)c(C)nn4c3C)cc2)CC1 | i | i | 0.5 |
| COc1ccc(C(=O)O/N=C(\N)c2ccc(Br)cc2)cc1 | i | i | 1.6 |
| COc1ccccc1N1CCN(C(=O)c2cn(-c3ccccc3)nc2-c2cccnc2)CC1 | i | i | -0.9 |
| CC(NC(=O)COC(=O)/C=C/c1cccc(C(F)(F)F)c1)c1ccccc1 (stereo not drawn) | i | i | 0.5 |
